Source: PubChem BioAssay
TROY NFkB inh: inhibitors of TROY-dependent NF-kB signaling; Q293 LMP1-TROYcd NF-kB luciferase reporter, 4 h; inhibition, % at 10 µM; actives 0.98% (n = 360,000); AID 1347056;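 active = compounds whose plate-normalised and pattern-corrected inhibition of the luciferase reporter signal at the single screening dose is 50% or more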
CF NFkB block: blocks PAF-induced NF-kB reporter in cystic fibrosis cells. KKLEB NF-kB-GFP reporter, GFP fluorescence overnight. inhibition, % at 5 µM. actives 0.86% (n = 360,000). AID 588850;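 active = at least 50% inhibition at 5 µM, scaled per plate between neutral and stimulator controls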;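 also: PAF is a Pseudomonas aeruginosa culture filtrate used as stimulus; plate controls were PAF-stimulated DMSO wells for no effect and unstimulated DMSO wells for full effect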
TWEAK Fn14 block: inhibitors of TWEAK-Fn14 interaction signaling | TWEAK-stimulated Fn14 reporter cells, luciferase luminescence, 8 h | inhibition, % at 10 µM | actives 2% (n = 360,000); in the data active = inhibition above about 50%
NR5A2 inv ag: suppresses constitutive activity of human LRH-1. O00482. HEK293T StAR-luciferase reporter, LRH-1 transfected, 24 h. inhibition, % at 3.6 µM. actives 0.13% (n = 360,000);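 active = inhibition above the mean inhibition of all tested compounds plus 3 SD, cut at about 73% in these data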;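 also: 0% = DMSO wells and 100% = reporter-only cells lacking LRH-1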
SRC1 inh: human NCOA1 inhibition; Q15788; HEK293 GAL4-SRC1 luciferase reporter, luminescence; inhibition, % at 3.6 µM; actives 0.12% (n = 360,000);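 active = inhibition above the campaign mean plus 3 SD, with each screening campaign given its own cutoff, cut at about 60% in these data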;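 also: 0% = DMSO treated cells and 100% = gossypol at 36 µM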
NR2F2 inh: inhibitors of human COUP-TFII (NR2F2); AID 686940; P24468; actives 0.7% (n = 370,000); inhibition, % at 8.6 µM; HEK293T NGFI-A luciferase reporter, luminescence;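 active = inhibition above a per-plate cutoff, mean inhibition of test wells between control levels plus 3 SD, cut at about 38% in these data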;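 also: cells cotransfected with COUP-TFII expression vector driving the NGFI-A reporter; 0% = median of COUP-TF2 test wells and 100% = reporter-only cells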
EBV LMP1 NFkB: Epstein-Barr LMP1 NF-kappaB reporter inhibition | inhibition, % at 12.5 µM | LMP1-induced NF-kappaB luciferase reporter cells, luminescence | actives 0.69% (n = 350,000); in the data active = inhibition above about 41%;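 also: 0% = neutral control wells and 100% = reference inhibitor control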
KKLEB cytotox: CF airway cell cytotoxicity counter-screen | activity change (cytotoxicity), % at 5 µM | KKLEB CF airway cells viability, ATPlite luminescence, overnight; active compounds read low; cells stimulated with P. aeruginosa culture filtrate | actives 0.36% (n = 360,000) | AID 602141;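 active = corrected activity change at or below -50% at 5 µM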
Shn3 inh set2: Schnurri-3 reporter inhibition in Clone20 osteoblasts | AID 588674 | actives 0.52% (n = 360,000) | Clone20 osteoblast Shn3 3'UTR firefly luciferase, 24 h | inhibition, % at 12.5 µM;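 active = mean inhibition of at least 75% with every replicate also reaching 75%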;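 also: 0% = median of neutral control wells and 100% = pilot-screen positive control compound; some compounds past the cut are filed as inactive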
SRC3 inh: inhibits human SRC3 coactivator. actives 0.17% (n = 360,000). HEK293 GAL4-SRC3 luciferase reporter, luminescence. AID 588352. inhibition, % at 3.6 µM. Q9Y6Q9;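 active = inhibition above a per-campaign cutoff, the mean of all compounds plus 3 SD, cut at about 60% in these data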;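 also: 0% = DMSO-treated cells and 100% = gossypol-treated cells at 36 µM; higher means less SRC3-driven luciferase light from the GAL4 reporter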
C8 TRAIL sens: sensitizes caspase-8 expressing cells to TRAIL | AID 624354 | inhibition (viability loss, TRAIL sensitization), % at 10 µM | NB7+C8 cells + TRAIL, ATPlite viability luminescence | actives 1% (n = 360,000);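 active = compounds causing at least 50% loss of cell viability in the single-dose screen, relative to plate controls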
Active calls of the source: *; nt = not tested or not shown. This is a subset (hit frequency here may not be typical).

The first 9 records, to show the layout:
SMILES	TROY NFkB inh	CF NFkB block	TWEAK Fn14 block	NR5A2 inv ag	SRC1 inh	NR2F2 inh	EBV LMP1 NFkB	KKLEB cytotox	Shn3 inh set2	SRC3 inh	C8 TRAIL sens
O=C(NC1CCN(C(=S)NCCc2ccccc2)CC1)C1CC1	-2.1	2.9	-3.9	-15.4	7.5	1.4	3.6	-2.2	-3.3	-0.2	-0.8
CCN(CC)Cc1nc2c(c(=O)[nH]1)C(CC)(CC)Cc1ccccc1-2	-1.5	20.9	2.1	-3.6	-4.0	11.7	-6.6	-8.1	8.1	-7.0	16.3
CC(C)(C)C(=O)Nc1c2c(nc3c1CCC3)CCCC2	-17.7	-1.5	-13.1	-6.6	-3.5	4.4	0.1	8.7	-5.8	16.8	-7.8
O=C(Nc1ccc(NC(=O)c2cccs2)cc1)c1cccnc1	-14.9	2.6	-19.2	-20.3	-10.1	-7.3	-6.3	-15.5	-44.5	-24.2	-0.7
CCOC(=O)c1cc2c(ccn2C)n1Cc1ccc(Cl)cc1	-9.5	4.3	-7.3	9.7	3.5	0.9	-4.7	9.6	-15.7	9.6	0.5
C/C(=N\NC(=O)C(=O)Nc1c(C)n(C)n(-c2ccccc2)c1=O)c1ccncc1	-7.4	-4.5	15.0	8.2	-3.1	-16.0	2.2	10.6	-7.3	-7.9	-44.5
CCOc1ccc(N(CC(=O)Nc2ccc(C)cc2)S(C)(=O)=O)cc1	-65.5	-16.2	-35.4	-84.6	-87.5	-45.2	-17.2	17.4	-51.1	-71.5	2.2
c1ccc(-c2nccc(-c3ccc4c(c3)OCO4)n2)cc1	-48.4	-8.7	3.1	-25.0	-26.9	-34.0	-46.0	-4.4	-52.2	-16.8	20.5
CCCN1C2CCCC1CC(NC(=O)c1cccc([N+](=O)[O-])c1)C2 (stereo not given)	17.0	6.2	-7.0	3.1	15.4	1.2	-1.5	1.4	-4.2	3.2	-15.2

The whole of this part, from the start:
SMILES	TROY NFkB inh	CF NFkB block	TWEAK Fn14 block	NR5A2 inv ag	SRC1 inh	NR2F2 inh	EBV LMP1 NFkB	KKLEB cytotox	Shn3 inh set2	SRC3 inh	C8 TRAIL sens
O=C(NC1CCN(C(=S)NCCc2ccccc2)CC1)C1CC1	-2.1	2.9	-3.9	-15.4	7.5	1.4	3.6	-2.2	-3.3	-0.2	-0.8
CCN(CC)Cc1nc2c(c(=O)[nH]1)C(CC)(CC)Cc1ccccc1-2	-1.5	20.9	2.1	-3.6	-4.0	11.7	-6.6	-8.1	8.1	-7.0	16.3
CC(C)(C)C(=O)Nc1c2c(nc3c1CCC3)CCCC2	-17.7	-1.5	-13.1	-6.6	-3.5	4.4	0.1	8.7	-5.8	16.8	-7.8
O=C(Nc1ccc(NC(=O)c2cccs2)cc1)c1cccnc1	-14.9	2.6	-19.2	-20.3	-10.1	-7.3	-6.3	-15.5	-44.5	-24.2	-0.7
CCOC(=O)c1cc2c(ccn2C)n1Cc1ccc(Cl)cc1	-9.5	4.3	-7.3	9.7	3.5	0.9	-4.7	9.6	-15.7	9.6	0.5
C/C(=N\NC(=O)C(=O)Nc1c(C)n(C)n(-c2ccccc2)c1=O)c1ccncc1	-7.4	-4.5	15.0	8.2	-3.1	-16.0	2.2	10.6	-7.3	-7.9	-44.5
CCOc1ccc(N(CC(=O)Nc2ccc(C)cc2)S(C)(=O)=O)cc1	-65.5	-16.2	-35.4	-84.6	-87.5	-45.2	-17.2	17.4	-51.1	-71.5	2.2
c1ccc(-c2nccc(-c3ccc4c(c3)OCO4)n2)cc1	-48.4	-8.7	3.1	-25.0	-26.9	-34.0	-46.0	-4.4	-52.2	-16.8	20.5
CCCN1C2CCCC1CC(NC(=O)c1cccc([N+](=O)[O-])c1)C2 (stereo not given)	17.0	6.2	-7.0	3.1	15.4	1.2	-1.5	1.4	-4.2	3.2	-15.2
O=C(Cc1ccccc1)Nc1ccc(-c2nnc(-c3ccco3)o2)cc1	-21.1	5.2	-26.9	-15.2	-38.6	1.0	-3.7	2.5	-15.2	-18.7	-5.0
O=C(CCN1C(=O)/C(=C/c2ccc(F)cc2)SC1=S)N[C@@H](CO)Cc1ccccc1	-0.4	28.9	9.1	-4.7	-1.9	0.5	-2.2	-18.7	-28.0	1.9	0.6
C=CCNC(=S)N1CCN(CCNC2=CC(=O)CC(C)(C)C2)CC1	2.6	20.0	-11.8	3.8	-5.0	9.6	0.3	-5.3	-0.7	25.4	-20.8
COc1ccccc1NC(=O)Cn1cnc2c(nnn2-c2ccc(C)cc2)c1=O	3.6	2.0	-17.8	12.8	-27.3	15.5	-3.0	-8.7	-10.0	12.4	2.7
O=C1c2cccnc2C(O)N1Cc1ccc(F)cc1 (stereo not given)	-7.5	11.8	12.0	5.3	-26.4	-8.5	16.3	-10.0	3.5	11.4	-19.5
CC1CCCN(C(=O)c2cc3c(=O)n4ccccc4nc3s2)C1 (stereo not given)	-43.0	-1.1	-14.6	-40.6	-65.0	-24.0	-17.0	0.7	-71.6	-75.2	9.5
CCOC(=O)C1=CCN(S(=O)(=O)c2ccccc2Cl)C1c1ccccc1 (stereo not given)	14.0	-3.5	2.7	3.0	-3.0	-7.4	nt	-5.7	-26.6	-15.5	-13.8
CCOc1ccc(NC(=O)CCN2C(=O)c3cccc([N+](=O)[O-])c3C2=O)cc1	-11.5	-17.0	9.1	4.5	10.1	-18.3	4.2	18.3	1.6	7.3	-8.2
C/C(=N\NC(=O)CN1CCCCC1)c1ccccc1O	-11.2	-0.5	12.1	8.6	0.5	-15.8	5.7	5.7	42.7	0.1	4.0
O=C(CN1C(=O)/C(=C2\SC(=S)N(C3CCS(=O)(=O)C3)C2=O)c2ccccc21)Nc1ccccc1 (stereo not given)	12.1	52.8*	36.2	-1.9	2.0	-9.0	13.8	-5.9	-32.7	4.5	-11.4
Cc1cc(NC(=O)CN2C(=O)NC(C)(c3ccc(Cl)cc3)C2=O)no1 (stereo not given)	-6.3	-12.5	10.4	-8.3	-7.1	3.6	-4.9	5.7	3.1	8.1	0.9
CC(C)C[C@@H]1CN(CCCC[C@H]2CNC(=O)C(=O)N2CCC2CCCCC2)C(=O)C(=O)N1CCc1ccc(O)cc1	-11.3	nt	5.3	-29.9	nt	-3.1	nt	nt	nt	nt	-5.5
COc1ccc(CN2C(=O)NC3(CCCC3)C2=O)cc1F	-4.1	5.1	-14.0	-6.3	-9.7	0.2	-3.7	-0.5	-0.8	20.1	0.0
CNC(=S)NC12CC3CC(CC(C3)C1)C2	8.5	-10.4	-2.2	7.5	-2.3	-9.6	1.6	2.7	-1.4	-1.6	-2.9
O=C1N=C(N2CCCCC2)S/C1=C\c1ccccc1F	-0.1	9.5	9.4	-49.0	-47.7	-51.5	-12.6	-1.8	-90.8	-36.3	-8.5
O=C(O)c1ccccc1OCCN1CCCC1=O	14.8	-17.1	0.4	-4.0	3.5	4.1	-10.1	2.9	0.2	-4.7	2.6
CCOC(=O)C1(C)CCCN(C(=O)c2ccc(OC(F)F)cc2)C1 (stereo not given)	20.1	5.5	6.2	-8.8	3.7	9.7	nt	-6.0	-3.8	-3.5	-3.8
CCC(C(=O)NCCC(C)C)n1ccc2cc(S(=O)(=O)N3CCCCC3)ccc21 (stereo not given)	19.9	0.6	18.3	9.4	10.2	nt	9.3	-5.1	78.0	-43.1	-2.6
CNc1ccc([N+](=O)[O-])cc1C(=O)O	-12.9	-10.3	-2.8	7.0	5.9	-4.0	5.0	18.5	0.8	3.3	-4.8
NNC(=O)c1ccc(COc2cccc3ccccc23)cc1	-42.2	-15.9	0.0	-4.7	-8.2	8.1	-4.7	14.2	1.8	8.0	-10.4
CCCCC(SCC(=O)Nc1ccccc1)C(=O)O (stereo not given)	-38.1	-2.1	-12.1	-4.0	6.8	-3.2	-25.0	11.9	3.6	-32.6	-14.7
NC(=O)C1(N2CCCCC2)CCN(C(=S)Nc2ccc(F)c(Cl)c2)CC1	16.5	7.4	6.8	0.1	0.2	0.1	-0.7	-15.1	10.3	-4.3	-7.4
N#Cc1cc(-c2ccccc2)nnc1Oc1ccccc1	3.7	2.3	13.3	-5.9	-11.7	-4.5	4.8	-1.7	-20.5	-14.5	3.1
COc1cc(C2C(C(=O)c3cccs3)=C(O)C(=O)N2c2cc(C)on2)ccc1O (stereo not given)	-27.0	-11.5	-9.2	9.4	2.1	-13.8	-1.7	6.1	12.1	-4.1	-7.3
Oc1c(Br)cc(Br)cc1CNc1cnc2ccccc2c1	41.9	8.8	16.9	-23.5	1.2	7.8	-15.2	-15.0	-14.1	-4.5	-2.3
Cn1cc(CNC(=O)c2ccc3nc(Cc4ccccc4F)oc3c2)cn1	-50.6	-2.1	-71.3	-59.0	-60.3	-21.2	-11.8	2.6	-90.2	-38.2	-15.3
O=C(O)c1cccc(S(=O)(=O)Nc2ccc(O)cc2Sc2nc3ccccc3s2)c1	-5.4	-8.2	15.2	20.8	-11.6	6.8	3.3	-3.9	-0.6	8.9	-1.7
CCOc1ccccc1NC(=O)CN(c1ccc(OC)cc1OC)S(=O)(=O)c1ccccc1[N+](=O)[O-]	8.9	9.8	1.4	5.8	-8.1	11.6	-16.5	-5.7	40.2	8.0	-10.9
COc1cc(C)ccc1OCCOc1c(C)cc(Cl)cc1Cl	-21.7	-3.9	-14.8	-8.3	16.6	4.1	13.8	7.5	-8.1	16.4	-7.4
COC(=O)C1=NN(C(=O)c2ccc(Br)cc2)C(O)(C(C)(C)C)C1 (stereo not given)	8.8	-5.7	10.3	8.8	-30.9	10.3	-0.6	4.8	-26.1	13.2	6.3
COc1ccc(CCNC(=O)CCN2C(=O)COc3ccc(C)cc32)cc1OC	14.0	-16.1	-18.0	6.0	-28.4	11.2	1.3	10.6	-2.0	-11.0	-8.0
O=C(O)C1Cc2ccccc2CN1C(=O)c1ccccc1Cl (stereo not given)	0.2	-3.7	-8.9	-1.7	-5.2	11.3	12.2	0.8	6.4	-1.1	1.8
CNC[C@@H]1Oc2c(NC(=O)Nc3ccccc3)cccc2C(=O)N([C@@H](C)CO)C[C@H]1C	-6.1	13.5	10.6	-4.5	-4.1	-2.5	-1.9	-7.9	4.8	1.2	-6.1
COc1ccc(C(C(=O)NCC2CCCO2)N(Cc2cccs2)C(=O)c2snc(C(N)=O)c2N)cc1 (stereo not given)	9.8	54.4*	28.2	11.1	37.7	-5.3	-3.1	-27.9	-6.4	10.7	8.6
Cc1cccc2c(=O)c(C(=O)NCCc3ccccc3)c[nH]c12	-46.2	-11.9	-37.0	-25.9	-4.7	-3.6	-11.0	5.0	-28.6	-18.9	1.5
